# HT1080 IDH1KD tx – kills HT-1080 cells with IDH1 knockdown. Potency, µM (titrated, usually from 46.1 µM), inactives show at the top dose activity, negative = toxicity, actives largely listed as cytotoxic. AID 686971. hit rate 2% among 360,000. HT-1080 IDH1 knockdown viability, ATP luminescence, 48 h;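 further: potency means the concentration at half of the fitted maximal effect; 0% = DMSO wells and -100% = cell-free medium wells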
#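 % activity derives from luminescence (CellTiter-Glo), normalised to DMSO and no-cell wells. HT-1080-IDH1KD cells, 750/well, had 48 h compound exposure at 37 °C.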
# KB-V1 MDR tox – KB-V1 MDR subline cytotoxicity. hit rate 3.4% among 400,000. KB-V1 MDR cells viability, CellTiter-Glo, 72 h. Potency, µM (doses to about 46.1 µM), for the others: top-dose activity change, negative = cytotoxicity, actives largely listed as cytotoxic; further: potency means the concentration at half of the fitted maximal effect; on the % scale 0 is the no-effect control and ±100 the full control effect; nearly all actives have a fitted effect of over 60% in size
#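 qHTS viability screen in drug-selected KB-V1 MDR cells: 72 h compound treatment at 37 degrees C, ATP luminescence end point.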
# SW480 rereplic – DNA re-replication induction in SW480 cells. SW480 DNA re-replication, Hoechst DNA content imaging, 48 h. Potency, µM (top dose mostly 46.1 µM), inactives show at the highest dose re-replication activation, most hits filed as activators. hit rate 1.8% among 340,000; further: potency means the concentration at half of the fitted maximal effect; % of control where 0% means no effect; nearly all actives have a fitted effect of over 55% in size
#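 Compounds, transferred as 23 nL by pin tool, were incubated with cells for 48 hr; DNA content per nucleus was then quantified by Hoechst staining and fluorescence plate imaging.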
# ATXN2 expr inh – inhibitors of ATXN2 expression | HEK-293 ATXN2-luciferase reporter, luminescence, 24 h | Potency, µM (series often up to 57 µM), for inactives: at the top dose activity change, negative = inhibition, usual class: inhibitors | hit rate 0.72% among 360,000 | AID 1745845; further: potency means the concentration at half of the fitted maximal effect; on the % scale 0 is the no-effect control and ±100 the full control effect; nearly all actives have a fitted effect of over 55% in size
#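 qHTS (up to 57 uM final) was run with 24 h compound exposure of reporter cells at 37 °C. Each well was multiplexed: SteadyGlo luminescence measured ATXN2-luciferase expression after a fluorogenic Gly-Phe-AFC viability readout (25 uM final).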
# HT1080-NT tox – kills 2HG-producing HT-1080-NT fibrosarcoma cells; AID 686970; Potency, µM (highest dose often 46.1 µM), without a hit: at the top dose activity, negative = less viability, hits mostly cytotoxic; hit rate 1.6% among 360,000; HT-1080-NT fibrosarcoma viability, CellTiter-Glo ATP luminescence, 48 h;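 further: NT is the 2HG producing partner of a matched IDH1 knockdown line; potency means the concentration at half of the fitted maximal effect; 0% = DMSO-treated cells and -100% = media-only wells without cells; nearly all actives have a fitted effect of over 55% in size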
#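 Luminescent CellTiter-Glo readout after 48 hours of compound exposure at 37 degrees C defined viability of HT-1080-NT cells. Activity was normalized to DMSO wells and cell-free media wells; concentration-response curves were fitted and assigned curve classes.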
# MCF10A rerep – inducers of DNA re-replication in MCF 10A breast cells. MCF 10A DNA re-replication, Hoechst nuclear intensity, 48 h. Potency, µM (series often up to 46.1 µM), for the others: at the top dose activity, positive = re-replication, actives largely listed as activators. hit rate 2.9% among 350,000; further: potency means the concentration at half of the fitted maximal effect; % of control where 0% means no effect; nearly all actives have a fitted effect of over 50% in size
# KB-3-1 cytotox – kills parental KB-3-1 adenocarcinoma cells; KB-3-1 viability, CellTiter-Glo ATP luminescence, 72 h; Potency, µM (doses to about 46.1 µM), without a hit: at the top dose activity change, negative = cytotoxic, hits mostly cytotoxic; hit rate 1.4% among 400,000; further: potency means the concentration at half of the fitted maximal effect; on the % scale 0 is the no-effect control and ±100 the full control effect; nearly all actives have a fitted effect of over 60% in size
#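 Cytotoxicity measured as CellTiter-Glo luminescence after 72 h at 37 C. Compound titrations were pinned onto drug-naive KB-3-1 parental adenocarcinoma cells grown in DMEM with 10% FBS, and normalized data fitted to concentration-response curves.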
# S2 tox – viability counter-screen for ATXN expression inhibitors. hit rate 0.49% among 400,000. S2 cells (HEK-293 line with an ATXN2-luciferase reporter) viability, CellTiter-Fluor protease fluorescence, 24 h. Potency, µM (top dose mostly 56.7 µM), usual class: cytotoxic; further: potency means the concentration at half of the fitted maximal effect; nearly all actives have a fitted effect of over 40% in size
# IL1B secr inh – inhibitors of inflammasome signaling (IL-1 beta secretion); hit rate 4.7% among 360,000; AID 743279; activity change, % at 57.5 µM; THP-1 LPS/ATP IL-1B secretion, AlphaLISA, 16 h; stronger effect = lower value; in the data active means activity change below about -50%; inconclusive means mostly about -30% to -49%; further: on the % scale 0 is the no-effect control and ±100 the full control effect
#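 THP-1 cells pretreated 1 hr with compounds (up to 57.5 uM final), then stimulated with LPS (250 ng/mL final) plus ATP (1.25 mM final); secreted IL-1B measured by AlphaLISA after 16 hr, decreased signal indicating inhibition.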
# * marks the source's active call; other numbers are inactive results; i = inactive; u = inconclusive; x = no result given; & = joins results of further samples; [ ] = remark or other dose. Unless noted, the call rests on the fitted dose curve; in most records, active means well fitted curve in the direction sought with a large enough effect; inconclusive means small, poorly fitted or top-dose-only effect, or another doubt; inactive means no such curve, though single readings can be large; an effect the other way counts as inactive or inconclusive.
entry	canonical_smiles	MCF10A rerep	ATXN2 expr inh	KB-3-1 cytotox	KB-V1 MDR tox	HT1080-NT tox	S2 tox	SW480 rereplic	HT1080 IDH1KD tx	IL1B secr inh
1	CC1CN(c2cc(=O)n(-c3ccc(Cl)cc3)c(=O)[nH]2)CC(C)O1 (stereo not drawn)	1%	4%	14%	-2%	11%	i	-2%	0%	-3
2	Cc1nc(-c2nc(CC(=O)NNC(=O)c3ccc(Cl)cc3)cs2)cs1	0%	-10%	9%	5%	4%	i	-8%	8%	23
3	COc1cccc(CN2CC(C(=O)N3CCN(C(C)C)CC3)CCC2=O)c1 (stereo not drawn)	-1%	-2%	21%	15%	2%	i	0%	2%	-1
4	Cc1ccccc1-n1c(SCC(=O)c2cc(C)n(C)c2C)nnc1-c1cccnc1	0%	-17%	-19%	u	3%	i	2%	-3%	-22
5	Cc1noc(C)c1S(=O)(=O)N1CCC(C(=O)Nc2ccccn2)CC1	-4%	-10%	18%	3%	-8%	i	3%	-2%	-21
6	O=C(CN1CCN(c2ccccc2F)CC1)c1ccc2c(c1)OCO2	8%	18%	6%	10%	8%	i	2%	-4%	6
7	Cc1[nH]n(-c2nc(-c3cccc([N+](=O)[O-])c3)cs2)c(=O)c1C	14%	37%	23%	16µM*	1%	i	-3%	8%	4
8	C#CCN1C(=O)C(O)(CC(=O)/C=C/C=C/c2ccccc2)c2ccccc21 (stereo not drawn)	u	x	0%	2%	5%	i	u	8%	-29
9	O=C(COC(=O)Cn1cnc2ccccc21)NCCc1ccccc1	-9%	1%	6%	7%	10%	i	-7%	8%	35
10	Cc1ccc(-c2ccc(SCC(=O)NC3CCCC3)nn2)cc1	-1%	2%	-5%	-9%	7%	i	-2%	3%	3

entry	canonical_smiles	MCF10A rerep	ATXN2 expr inh	KB-3-1 cytotox	KB-V1 MDR tox	HT1080-NT tox	S2 tox	SW480 rereplic	HT1080 IDH1KD tx	IL1B secr inh
11	O=C(CSc1nnc(Nc2ccccc2)s1)Nc1cccc(S(=O)(=O)N2CCCCC2)c1	28%	-14%	4%	6%	-2%	i	-6%	-26%	-13
12	CC(C)C[C@H]1CNC(=S)N1CC1CCCN1C[C@H](CC(C)C)N1C[C@H](Cc2ccccc2)N(CC2CCCCCC2)C1=S (stereo partly drawn)	-4%	1%	12%	5%	12%	i	-2%	11%	7
13	COc1ccc(N2CCN(C(=O)COC(=O)c3cccc(S(=O)(=O)Nc4ccccc4OC)c3)CC2)cc1	13%	-24%	-1%	-10%	-19%	i	2%	-4%	-2
14	CCCS(=O)(=O)N1CCN(c2ccccc2F)CC1	2%	-4%	7%	-1%	u	i	-4%	23%	2
15	CC(C)NC(=O)CN1C(=O)C(=O)c2ccccc21	1%	-6%	8%	9%	0%	i	-21%	2%	-3
16	CCN(CC)c1cccc(OCC(=O)N(C)CCC#N)c1	u	-6%	5%	5%	1%	i	u	-1%	13
17	COc1ccc([N+](=O)[O-])cc1/C=N/NC(=O)Cc1ccccc1	3%	x	-2%	0%	-4%	i	-30%	-5%	-7
18	Cc1ccc(C(=O)NCC(=O)Nc2ncccc2C)s1	-8%	-9%	-1%	17%	17%	i	-148%[inhibitor]	13%	21
19	Cc1ccc(NC(=O)COC(=O)CCCC2=NS(=O)(=O)c3ccccc3N2)cc1C	6%	-8%	1%	24%	-2%	i	0%	-2%	-10
20	COc1cc(OC)cc(C(=O)N/N=C2/SCC(=O)N2Cc2ccco2)c1	-2%	-3%	-3%	u	0%	i	1%	-4%	1

# Full records, looked up by structure:
# Cc1ccccc1-n1c(SCC(=O)c2cc(C)n(C)c2C)nnc1-c1cccnc1 is listed as MCF10A rerep = 0%; ATXN2 expr inh = -17%; KB-3-1 cytotox = -19%; KB-V1 MDR tox = u; HT1080-NT tox = 3%; S2 tox = i; SW480 rereplic = 2%; HT1080 IDH1KD tx = -3%; IL1B secr inh = -22
# C#CCN1C(=O)C(O)(CC(=O)/C=C/C=C/c2ccccc2)c2ccccc21 (stereo not drawn) is listed as MCF10A rerep = u; ATXN2 expr inh = x; KB-3-1 cytotox = 0%; KB-V1 MDR tox = 2%; HT1080-NT tox = 5%; S2 tox = i; SW480 rereplic = u; HT1080 IDH1KD tx = 8%; IL1B secr inh = -29

# (continued)
entry	canonical_smiles	MCF10A rerep	ATXN2 expr inh	KB-3-1 cytotox	KB-V1 MDR tox	HT1080-NT tox	S2 tox	SW480 rereplic	HT1080 IDH1KD tx	IL1B secr inh
21	COc1cc(-c2nnn(CC#N)n2)ccc1OCc1ccccc1	2%	35%[activator]	0%	-3%	3%	i	3%	-5%	-4
22	C=CCN(c1ccccc1)S(=O)(=O)c1cccc(C(=O)NNC(=O)c2ccncc2)c1	0%	3%	0%	0%	8%	i	-33%[inhibitor]	8%	-15
23	COc1cc(-c2cc3nc(NCc4cccs4)ccn3n2)cc(OC)c1OC	x	u	-10%	u	u	u	x	u	-7
24	COc1cccc(CCc2nnc(CCC(=O)N3CCN(Cc4ccccn4)CC3)o2)c1	-6%	-10%	1%	18%	9%	i	-9%	5%	7
25	COc1ccc(C(=O)C[n+]2cccc(C)c2)cc1	-2%	-5%	0%	-11%	20%	i	-4%	20%	-1
26	O=C(Nc1ccc(O)c2c(=O)cc(-c3ccccc3Cl)oc12)c1cccc(Cl)c1	0%&5%	-11%	-17%	6%	-2%	i	1%&-10%	2%	30
27	Nc1nn(S(=O)(=O)c2ccccc2)cc1-c1cccc([N+](=O)[O-])c1	-3%	-31%	-3%	u	-1%	i	-3%	-1%	-8
28	Cc1ccc(NC(=O)c2cc(C)on2)cc1	-2%	25%	-18%	u	13%	i	-9%	-4%	-20
29	COc1ccc(C(=O)Oc2cc(N)n(S(=O)(=O)c3ccccc3)n2)cc1	-1%	x	2%	12%	0%	i	-51%[inhibitor]	7%	-3
30	COc1ccc(C2CC(=O)Nc3cc(OC)c(OC)cc32)cc1 (stereo not drawn)	x	x	9%	3%	7%	i	x	3%	u

entry	canonical_smiles	MCF10A rerep	ATXN2 expr inh	KB-3-1 cytotox	KB-V1 MDR tox	HT1080-NT tox	S2 tox	SW480 rereplic	HT1080 IDH1KD tx	IL1B secr inh
31	COc1ccc(-c2cc(-n3c(C(F)(F)F)nc4ccccc43)n(CCC#N)n2)cc1	12%	-7%	u	u	-26%	i	12%	-26%	-7
32	CN1CCC(NC(=O)Nc2cccc(C(F)(F)F)c2)CC1	3%	x	-4%	-9%	-8%	i	-1%	-3%	-9
33	COc1cc(OC)c(OC)cc1/C=N/n1c(C)nc2ccccc2c1=O	0%	6%	-8%	0%	20%	i	1%	3%	4
34	Cn1cc(-c2cc3n(n2)CCC(=O)N3CCCC(=O)Nc2ccccc2F)c2ccccc21	x	-18%	4%	7%	x	i	x	x	x
35	Cc1nc2ccc(-c3nc4ccccc4[nH]3)cc2[nH]1	8%	-29%	-28%	3%	19%	i	7%	23%	-8
36	Cc1nc2ccccc2cc1C(=O)N/N=C/c1cccs1	-2%	-2%	5%	-5%	10%	i	-3%	1%	-5
37	COc1ccc(Cn2ccc3nc(C)c(C(=O)NCc4ccc(SC)cc4)cc3c2=O)cc1	x	-9%	3%	2%	x	u	x	x	x
38	CCCCN(C)C(=O)Cn1ncc2c([nH]c3ccc(C)cc32)c1=O	x	10%	-19%	13%	x	i	x	x	x
39	CN1/C(=C\C(=O)c2oc3ccccc3c2N)C(C)(C)c2ccccc21	u	4%	-2%	u	7%	i	-4%	1%	-30
40	COc1ccc(OC)c(-c2csc(NC(=O)CSCc3c(C)noc3C)n2)c1	2%	5%	5%	-4%	-21%	i	-9%	-20%	-5

# Sorted by molecular weight (falling): part of the list above
entry	canonical_smiles	MCF10A rerep	ATXN2 expr inh	KB-3-1 cytotox	KB-V1 MDR tox	HT1080-NT tox	S2 tox	SW480 rereplic	HT1080 IDH1KD tx	IL1B secr inh
9	O=C(COC(=O)Cn1cnc2ccccc21)NCCc1ccccc1	-9%	1%	6%	7%	10%	i	-7%	8%	35
1	CC1CN(c2cc(=O)n(-c3ccc(Cl)cc3)c(=O)[nH]2)CC(C)O1 (stereo not drawn)	1%	4%	14%	-2%	11%	i	-2%	0%	-3
16	CCN(CC)c1cccc(OCC(=O)N(C)CCC#N)c1	u	-6%	5%	5%	1%	i	u	-1%	13

# The listing continues:
entry	canonical_smiles	MCF10A rerep	ATXN2 expr inh	KB-3-1 cytotox	KB-V1 MDR tox	HT1080-NT tox	S2 tox	SW480 rereplic	HT1080 IDH1KD tx	IL1B secr inh
41	COc1ccc(CNC(=O)Cn2nc(C(F)(F)F)c3c2CCC3)cc1	7%	x	-2%	-10%	1%	x	-21%	0%	11
42	O=C(CCC1CCCN(C(=O)c2cccs2)C1)N1CCN(c2ccccn2)CC1 (stereo not drawn)	8%	4%	-3%	-30%	-2%	i	-1%	10%	-7
43	O=C(CSc1nncs1)Nc1cccc2ccccc12	1%	2%	0%	-1%	11%	i	-1%	13%	16
44	c1coc(-c2nc3nc4ccccc4n3nc2-c2ccco2)c1	-3%	10%	-4%	3%	-5%	i	1%	-1%	8
45	COc1ccc(S(=O)(=O)N2c3cc(Cl)ccc3Oc3nc4ccccc4nc32)cc1	1µM*	0%	2.1µM*	7.3µM*	u	i	2.1µM*	0.92µM*	45
46	CCCN(CC(=O)Nc1ccc(F)c(F)c1F)C(=O)c1cc(S(=O)(=O)N(C)C)ccc1N1CCCC1	4%	2%	-9%	-2%	-1%	i	-7%	-1%	-13
47	CCc1noc(C)c1C(=O)Oc1ccc(N(C)S(=O)(=O)c2ccc(C)c(C)c2)cc1	5%	-19%	u	u	-2%	i	7%	-8%	1
48	O=C(OCc1cn([C@@H]2C[C@H](c3ccccc3)N(C(=O)C3CCCCC3)C[C@H]2O)nn1)c1ccccc1	x	2%	1%	14%	-3%	i	x	17%	-1
